HSF1 inh = HSF1 inhibition. 300,000 compounds, 0.77% hits. NIH3T3-HGL HSE-luciferase, MG132-induced, luminescence 8 h; active compounds read low. activity change, negative = inhibition, % at 7.5 µM (by protocol). AID 2098;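 active means more than half of replicate wells show activity change below -50%, luminescence cut by over half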;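 further: luciferase reports HSF-1 transcriptional activity via heat shock element; 0% = median of DMSO wells and -100% = zero luminescence signal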
GSK3 alpha inh = human GSK-3 alpha kinase inhibition; P49840; 320,000 compounds, 0.1% hits; ADP-Glo luminescence, 60 min; inhibition, % at 10 µM;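 in the data active means inhibition above about 50%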;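 further: GST-tagged GSK-3 alpha with peptide substrate and 25 µM ATP; 0% = DMSO neutral wells and 100% = GW8510 positive control wells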
Target sequence (P49840 whole entry, looked up): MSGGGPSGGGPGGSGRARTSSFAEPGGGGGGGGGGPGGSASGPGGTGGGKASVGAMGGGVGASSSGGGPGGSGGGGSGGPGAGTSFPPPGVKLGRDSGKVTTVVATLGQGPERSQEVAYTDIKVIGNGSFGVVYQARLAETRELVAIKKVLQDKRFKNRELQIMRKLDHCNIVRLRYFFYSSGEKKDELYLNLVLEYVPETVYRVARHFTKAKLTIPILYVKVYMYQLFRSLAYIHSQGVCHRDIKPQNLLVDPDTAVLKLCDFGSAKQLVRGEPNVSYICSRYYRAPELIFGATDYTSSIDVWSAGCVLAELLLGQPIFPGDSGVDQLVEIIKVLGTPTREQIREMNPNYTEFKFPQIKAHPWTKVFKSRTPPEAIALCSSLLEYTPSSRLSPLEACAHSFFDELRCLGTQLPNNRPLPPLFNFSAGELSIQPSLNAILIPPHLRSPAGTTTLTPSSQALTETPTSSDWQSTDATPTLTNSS
IEC-6 tox = kills IEC-6 intestinal cells in KLF5 counter-screen; IEC-6 cytotoxicity, luminescence viability; inhibition, % at 5 µM; 290,000 compounds, 0.78% hits; AID 1825; in the data active means inhibition above about 22%;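 further: 0% = plate median of test compound wells and 100% = cytotoxic reference compound wells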
GSK3beta inhib = inhibitors of human GSK3beta kinase. P49841. GST-GSK3beta kinase, ADP-Glo luminescence, 60 min; active compounds read low. activity score (negative = inhibition), % at 10 µM. 300,000 compounds, 0.038% hits. AID 2097;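 active means more than half of replicate wells score below -50%, meaning over 50% inhibition versus plate controls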;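 further: 0% = median DMSO wells and -100% = median GW8510 positive control wells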
Target sequence (P49841 whole entry, looked up): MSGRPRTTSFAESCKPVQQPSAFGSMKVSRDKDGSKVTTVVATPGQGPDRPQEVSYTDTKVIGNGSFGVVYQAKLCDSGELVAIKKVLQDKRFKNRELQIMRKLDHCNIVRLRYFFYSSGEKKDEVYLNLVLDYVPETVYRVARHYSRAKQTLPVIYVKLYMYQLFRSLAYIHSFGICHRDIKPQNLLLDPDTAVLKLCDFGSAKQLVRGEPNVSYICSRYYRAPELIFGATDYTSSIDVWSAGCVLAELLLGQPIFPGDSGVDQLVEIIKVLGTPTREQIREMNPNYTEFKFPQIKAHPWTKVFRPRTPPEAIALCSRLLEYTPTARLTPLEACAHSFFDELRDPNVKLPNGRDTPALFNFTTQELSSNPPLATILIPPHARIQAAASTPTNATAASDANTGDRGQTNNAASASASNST
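test system = GST-tagged human GSK3beta kinase, cell-free | reagent = 25 µM ATP with peptide substrate | dosing = one dose of 10 µM per compound | schedule = 60 min reaction, RT | detection = luminescent ADP-Glo measurement of ADP formed | control set = DMSO neutral wells and GW8510 at 20 µM as positive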
aSyn 5UTR inh = 5' untranslated region of α-synuclein, MLPCN primary screen. inhibition, % (tested at 7.5 µM). 300,000 compounds, 0.82% hits. alpha-synuclein 5'UTR reporter, inhibitor activity; in the data active means inhibition above about 60%;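 further: H4 neuroglioblastoma cells stably carrying SNCA 5'UTR luciferase fusion; 0% = DMSO wells and 100% = positive control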
HSP90 refold inh = blocks HSP90-mediated luciferase refolding in reticulocyte lysate; Rabbit reticulocyte lysate, luciferase refolding luminescence, 3 h; 290,000 compounds, 0.91% hits; inhibition, % at 5.6 µM;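 active means inhibition above the screen-wide mean plus 3 SD, computed separately per campaign, cut at about 16% in these data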;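 further: 0% = DMSO wells and 100% = 60 µM geldanamycin wells; inhibitors lower the luminescence because luciferase stays unfolded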
PolyA inh = inhibitors of polyadenylation in S. cerevisiae; S. cerevisiae SKY197-pL101 polyadenylation reporter, beta-gal luminescence; efflux-impaired pdr1/pdr3 knockout yeast; score 100 = 6 SD above DMSO; calls only at 12 µM; 300,000 compounds, 0.02% hits; AID 1875;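 active means lowest replicate activity score at least 50, where 100 means six control SD above control mean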;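 further: yeast exposed to compound for 9 h at 30 °C; higher score means more reporter readthrough which indicates perturbed polyadenylation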
HSF-1 act = increases HSF-1 driven luciferase reporter signal | NIH3T3-HGL HSF-1 luciferase reporter, MG132, 8 h; 100% = twice DMSO control signal | activation, % at 9 µM | 300,000 compounds, 1.7% hits | AID 504408;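 active means mean replicate activation of at least 50% with a set share of replicates each reaching 50%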;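 further: 0% = median of the neutral control wells and 100% = twice that signal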
KLF5 inhibitor = inhibitors of KLF5 expression | 290,000 compounds, 0.23% hits | AID 1700 | DLD-1 KLF5 promoter-luciferase reporter, luminescence | inhibition, % at 5 µM;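 active means inhibition above a per-plate limit of that plate's mean compound inhibition plus 3 SD, cut at about 60% in these data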;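 further: 0% = DMSO wells and 100% = LY294002 at 200 µM; higher means less KLF5 promoter-driven luciferase light; inactives centre near -14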
AI-2 QS modul = Vibrio harveyi AI-2 quorum sensing modulation; AID 2094; 300,000 compounds, 0.4% hits; Vibrio harveyi JMH597 AI-2 luminescence/OD600 ratio, 9 h; active compounds read low; strain lacks LuxN and CqsS sensors; 0 = neutral-control median; activity change, % at 7.5 µM; in the data active means activity change below about -75%, passing the limit was not always enough;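 further: luminescence divided by OD600 gain over 9 h not by final OD600 alone; inactives centre near 13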
Starred values were filed as active, the others as inactive; i = inactive; x = no result given.

cpd	structure	GSK3beta inhib	PolyA inh	AI-2 QS modul	KLF5 inhibitor	aSyn 5UTR inh	HSF-1 act	GSK3 alpha inh	HSP90 refold inh	HSF1 inh	IEC-6 tox
1	COCCNC(=O)Cn1cc(C(=S)N2CCCCC2)c2ccccc21	3	i	3	6	17	-12	-3	1	-7	2
2	COc1ccccc1CNS(=O)(=O)c1ccc2c(c1)N(C(C)=O)CCO2	1	i	x	6	24	2	0	-4	-4	-3
3	CCOC(=O)NC1(C(F)(F)F)C(=O)NC(C)=C1C(=O)OC (stereo unspecified)	-3	i	10	-32	8	-19	-1	0	-14	1
4	COC1=CC(=O)C[C@@H](C)[C@]12Oc1c(Cl)c(OC)cc(OC)c1C2=O	4	x	2	-31	24	-23	-3	-4	-9	-4
5	CCCc1nnc(SCC(=O)Nc2cc(C)on2)n1CCOC	-1	i	21	-18	-15	-7	-1	5	-3	-4
6	Cc1ccc2c(cnn2C(=O)CCCC(=O)NC(C)c2ccccc2)c1 (stereo unspecified)	0	i	52	-8	-18	-6	-1	-5	3	1
7	CCC(=O)Nc1ccc(NC(=S)NC(=O)c2cc3ccccc3o2)cc1	-2	i	14	-6	-24	4	-2	2	-4	-9
8	COc1cc(S(=O)(=O)NCc2ccc3c(c2)OCO3)c(OC)cc1C	0	i	17	-2	-16	23	4	-4	12	-2
9	O=C1CCCC(O)=C1C=NCc1ccccc1	-7	i	30	-30	-19	-2	-2	2	-2	-3
10	CCC(C(=O)OCC(=O)N(C)c1c(N)n(Cc2ccccc2)c(=O)[nH]c1=O)c1ccccc1 (stereo unspecified)	5	i	0	x	6	8	0	x	2	x
11	Nn1c(SCC(=O)Nc2c(F)cc(F)cc2Br)nnc1C1CCCCC1	1	i	17	-3	-11	-9	-5	-4	-5	-1
12	CC(NC(=O)c1ccccc1Cl)C(=O)O (stereo unspecified)	1	i	4	6	2	7	0	-1	-11	-7
13	Cc1cc2oc3cc(NCCC4CCCN4C)ccc3c(=O)c2cc1C (stereo unspecified)	-3	i	10	x	-184	6	4	x	1	x
14	COCCCN1C(=O)/C(=C\c2ccc3c(c2)OCO3)C(C(=O)OC)=C1C	1	i	30	-9	-5	-2	0	1	-7	-2
15	O=C1c2ccccc2NC(c2ccc(-c3cccc(Cl)c3)o2)N1O (stereo unspecified)	2	i	25	-60	-145	76*	-2	1	41	4
16	Cc1ccsc1C(=O)N1CC=C(c2ccccc2)CC1	-1	i	5	x	2	4	0	x	1	x
17	COc1cc(NC(=O)c2csc(N)n2)cc(C(=O)Nc2cccc(C(F)(F)F)c2)c1	1	i	24	x	34	-38	-2	x	-19	x
18	CCN1CCN(CC(=O)Nc2cccc(C)c2C)C(=O)C1=O	1	i	25	-27	20	-3	2	1	-4	1
19	Cc1occc1C(=O)N/N=C/C1=C(N2CCOCC2)C(=C\c2ccc(Cl)cc2)/CC1	0	i	16	-19	-18	44	4	-3	37	-1
20	CC(C(=O)Nc1nc2ccccc2s1)n1cc([N+](=O)[O-])cn1 (stereo unspecified)	-1	i	-2	-25	8	9	1	2	0	6
21	Cc1cc(C(=O)Nc2cccc3cccnc23)ccc1[N+](=O)[O-]	-1	i	14	6	-106	45	x	-2	23	-2
22	CCOc1ccc(NS(=O)(=O)c2ccc(C(=O)NCc3ccncc3)cc2)cc1	-6	i	3	x	9	-4	-3	x	-6	x
23	COc1cc(NC(=O)CN(C)S(=O)(=O)c2ccc3nc(C)sc3c2)cc(OC)c1	3	i	17	-22	-1	0	2	0	4	-6
24	CCCCC(C(=O)NC(C)c1ccccc1)C(=O)NC(C)c1ccccc1 (stereo unspecified)	0	i	13	-54	20	5	0	-2	-4	-6
25	Cc1cccc(C)c1NC(=O)C(Cl)=C(Cl)Cl	1	i	15	-16	-49	5	-4	1	0	2

Next part.
cpd	structure	GSK3beta inhib	PolyA inh	AI-2 QS modul	KLF5 inhibitor	aSyn 5UTR inh	HSF-1 act	GSK3 alpha inh	HSP90 refold inh	HSF1 inh	IEC-6 tox
26	Cc1nc(C(=O)Nc2ccccc2)sc1C(=O)Nc1ccccc1	2	i	9	-122	-166	23	0	9	20	-5
27	COC(=O)c1sccc1NC(=S)N1CCCCC1	2	i	18	-2	1	-24	x	5	-9	2
28	CN(CC(=O)Nc1ccc(F)cc1)C(=O)CSc1ncccn1	3	i	24	x	10	-7	-1	x	-8	x
29	O=C1NN(c2ccc(Br)cc2)C(=O)/C1=C\c1ccc(O)cc1O	2	i	-7	-31	-1	3	1	-6	-4	-3
30	O=C(Nc1cccnc1Cl)c1cccc(F)c1	1	i	9	-21	-12	-14	-2	-5	-2	3
31	COC(=O)c1cc(=O)n(C2CC2)c(=NC2CC2)s1	-4	i	26	-22	-14	-6	0	1	-5	0
32	CC1CCN(c2ccc3nnc(CCC(=O)N4CCN(c5ccccc5F)CC4)n3n2)CC1	2	i	10	-31	15	7	1	3	4	9
33	CN(C)c1ccc(C2NCCS2)cc1 (stereo unspecified)	3	i	12	18	-13	-2	x	-2	-3	5
34	Cc1ccc(C(=O)O/N=C(\c2ccccc2)c2ccncc2)cc1	-5	i	25	-15	13	29	-6	-1	10	-6
35	CCOC(=O)c1c(NC(=S)Nc2ccc(F)cc2)sc2c1CCC2	0	i	22	-10	-35	14	4	0	3	2
36	Cc1ccc(N(C(=O)c2snc(C(N)=O)c2N)C(CC(C)C)C(=O)NC2CCCC2)cc1 (stereo unspecified)	-1	i	-23	-1	21	3	-1	3	-8	4
37	Cc1ccc(C)c(CSc2nnc(-c3ccccn3)n2N)c1	-2	i	16	-4	11	-2	-3	-2	-4	2
38	O=C1CCC([N+](=O)[O-])C(c2cc3c(cc2Cl)OCO3)N1 (stereo unspecified)	-1	i	17	-28	9	-10	1	4	-7	3
39	N/C(=N\O)c1ccc(Cl)cc1Cl	-1	i	10	10	-6	-26	2	-1	-7	-3
40	O=C(CCCCn1c(=O)[nH]c2ccsc2c1=O)NCC1CCCO1 (stereo unspecified)	0	i	7	10	7	10	-1	0	-1	-3
41	CCCCn1c(=O)[nH]c(=O)c2c1nc(-c1ccc(-c3ccccc3Br)o1)n2CC	1	x	25	3	3	13	0	1	9	-6
42	C=CCOc1ccccc1CN1CCC(n2nccc2NC(=O)C2CC2)CC1	-3	i	26	-19	-8	-4	x	7	-4	-1
43	COc1ccc(NC(=O)CSc2nnc(-c3cccs3)n2C)cc1OC	-3	i	23	11	21	9	3	3	-3	3
44	N#C/C(=C\Nc1ccc2c(c1)OCCO2)C(=O)NCc1ccco1	-2	i	2	-5	-13	32	2	0	12	0
45	Cc1ccc(NC(=O)N2CCCC2C(=O)Nc2c(C)cc(C)cc2C)cc1 (stereo unspecified)	3	i	6	-28	13	57*	-1	-1	20	-3
46	CCOC(=O)CNc1nc(Cl)nc(N2CCCCC2)n1	1	i	21	10	-9	0	2	7	-4	8
47	CC(O)CNc1nc2c(c(=O)n(Cc3ccc(Cl)c(Cl)c3)c(=O)n2C)n1C (stereo unspecified)	-2	i	17	-19	24	29	-6	-1	6	-4
48	COc1ccccc1C1=Nn2c(nnc2C2CCCCC2)SC1	x	x	x	-2	x	x	-2	0	x	-3
49	Cc1nnc2c(Oc3ccccc3)nc3ccccc3n12	-2	i	10	1	0	-13	-1	-2	-2	6
50	O=C(CSc1ccc(-c2cccnc2)nn1)Nc1ccccc1	3	i	10	-23	-17	-7	0	-3	-4	1

Later entries:
cpd	structure	GSK3beta inhib	PolyA inh	AI-2 QS modul	KLF5 inhibitor	aSyn 5UTR inh	HSF-1 act	GSK3 alpha inh	HSP90 refold inh	HSF1 inh	IEC-6 tox
51	Cc1cc(C)cc(N=C2NC(=O)/C(=C/c3cccs3)S2)c1	0	i	27	-13	9	13	0	-1	7	-1
52	C[C@]12C=CC(=O)C=C1CC[C@@H]1C2[C@@H](O)C[C@@]2(C)C1CC[C@]2(O)C(=O)COC(=O)CCC(=O)O (stereo partly specified)	-28	i	-6	-17	40	-49	0	0	-42	-10
53	Cc1ccc2cc(CN(CCN3CCOCC3)C(=O)NCc3ccccc3)c(=O)[nH]c2c1C	1	i	27	-9	12	2	x	-2	15	4
54	CCOc1ccccc1C1NC(=O)NC(C)=C1C(=O)OC1CCCC1C (stereo unspecified)	5	i	8	-3	15	-7	10	-1	7	0
55	CCCn1nnnc1SCC(=O)N1CCCC1	2	i	-2	-24	-10	-31	4	-3	-27	-5
56	Cc1nn(C(C)C(=O)NNC(=S)Nc2ccc(F)cc2)c(C)c1[N+](=O)[O-] (stereo unspecified)	3	i	3	-27	-11	10	1	1	-9	-2
57	COc1ccccc1NS(=O)(=O)c1cc(NC(=O)CNC(=O)c2ccccc2)ccc1C	0	i	19	-8	-1	2	-1	-4	-2	-5
58	CCC(C)[C@H](NC(=O)NCc1cccs1)C(=O)O (stereo partly specified)	0	i	13	-30	0	-11	-1	2	2	0
59	CC1CCN(C(=O)COC(=O)C2CCN(S(=O)(=O)c3ccc4c(c3)OCCO4)CC2)CC1	0	i	19	x	-5	-1	-2	x	-1	x
60	Cn1c(CCNC(=O)c2ccc(Cl)c(Cl)c2)nnc1SCc1ccc(Cl)c(Cl)c1	2	i	21	-44	23	3	0	1	1	2
61	COc1ccccc1NC(=O)c1sc2ncn(Cc3cccc(C)c3)c(=O)c2c1C	6	i	31	2	-2	-3	7	2	1	1
62	CCOC(=O)/C=C1\NC(C)(C)Cc2cc(OC)c(OC)cc21	0	i	15	0	9	-3	0	2	-4	3

This is a subset; rates above refer to the full screens.
